# S100A4 inh HTS: inhibitors of human S100A4 binding to myosin IIA peptide | P26447 | S100A4/TAMRA-MyoIIA peptide fluorescence polarization | inhibition, % at 10.7 µM | hit rate 0.14% among 360,000;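 active means mean inhibition of at least 70% across replicates, with every replicate also reaching that level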
# Target sequence (P26447 whole entry, looked up): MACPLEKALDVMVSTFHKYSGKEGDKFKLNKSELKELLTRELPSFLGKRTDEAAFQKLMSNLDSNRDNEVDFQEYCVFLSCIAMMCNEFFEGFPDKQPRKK
#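 Test system: S100A4 monomer protein; Medium: HEPES pH 7.2 with CaCl2, KCl, NaCl, DTT, Triton; Probe or stimulus: TAMRA-labelled myosin IIA heavy-chain peptide probe, 5 nM; Doses: one dose per compound; Times: polarization read 5 min after assay mix addition, stable 5–60 min; Benchmarks: neutral control DMSO, positive control TFP.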
# CASP6 VEID inh: blocks human caspase-6 cleavage activity. purified caspase-6, Z-VEID-R110 cleavage fluorescence. inhibition, % at 12.5 µM. hit rate 0.53% among 350,000. AID 686996;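 active means mean inhibition across replicates at least about 35%, with every replicate also reaching that limit, limit read from the data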;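 further: 0% = median of neutral control wells and 100% = no fluorescence left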
# Target sequence (P55212 24-179 limits assumed): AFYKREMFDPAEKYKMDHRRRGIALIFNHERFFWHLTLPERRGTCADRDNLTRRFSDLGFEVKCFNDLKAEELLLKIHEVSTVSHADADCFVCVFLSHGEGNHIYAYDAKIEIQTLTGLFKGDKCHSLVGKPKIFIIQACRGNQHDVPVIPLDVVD
# Target sequence (P55212 194-293 limits assumed): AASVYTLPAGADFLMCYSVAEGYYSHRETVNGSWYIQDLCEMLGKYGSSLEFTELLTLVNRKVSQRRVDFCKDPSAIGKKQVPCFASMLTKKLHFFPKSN
# SIRT5 block: inhibitors of human sirtuin-5 desuccinylase | Q9NXA8 | inhibition, % at 15 µM | Purified SirT5, succinyl-peptide AMC, trypsin-coupled fluorescence | hit rate 1.1% among 330,000; in the data active means inhibition above about 15%
# Target sequence (Q9NXA8 whole entry, looked up): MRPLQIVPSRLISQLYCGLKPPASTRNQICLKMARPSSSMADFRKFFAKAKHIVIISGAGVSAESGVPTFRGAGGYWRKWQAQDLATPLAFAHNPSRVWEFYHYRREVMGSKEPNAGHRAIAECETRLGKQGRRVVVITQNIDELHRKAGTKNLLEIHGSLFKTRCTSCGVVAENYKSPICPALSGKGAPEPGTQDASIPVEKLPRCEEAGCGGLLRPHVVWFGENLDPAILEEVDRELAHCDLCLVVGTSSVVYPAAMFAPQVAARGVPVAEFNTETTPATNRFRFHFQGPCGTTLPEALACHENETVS
# FN deposition inh: fibronectin deposition inhibition | hit rate 0.086% among 350,000 | inhibition, % at 12.6 µM | AH1F fibroblasts, Alexa488-fibronectin deposition fluorescence, overnight;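 active means mean inhibition across replicates of 30% or more, regardless of how many single replicates reach that level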;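 further: positive control wells lacked labelled fibronectin entirely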
#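 Material: AH1F fibroblasts assembling fluorescent fibronectin matrix; amount: 10000 AH1F cells/well; medium: DMEM, 2% serum; reagent: Alexa488-fibronectin, 24 nM final in well; dosing: single compound dose, delivered by pin transfer; incubation: 1 h adhesion, overnight exposure; detection: fluorescence after three HBSS washes, excitation 485 nm, emission 525 nm; measure: fibronectin deposition inhibition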
# LGR2 inh: blocks bursicon-induced cAMP signaling via Drosophila LGR2; hit rate 0.35% among 380,000; HEK293 LGR2, CRE-luciferase, bursicon-stimulated, 4 h; inhibition, % at 9.99 µM;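 active means drop in luminescence signal, shown as inhibition above about 50% in the replicate tests, limit read from the data, passing the limit was not always enough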;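 further: agonist challenge used bursicon conditioned medium at about half maximal strength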
# Statin myotox sup: protects C2C12 myotubes from simvastatin toxicity | AID 602340 | rescue of ATP level, % at 7.49 µM | hit rate 0.78% among 330,000 | ATP luminescence, 48 h; scaled: DMSO 0, geranylgeraniol control 100;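 active means mean ATP rescue above about 67%, or every replicate alone reaching that limit, limit read from the data, passing the limit was not always enough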;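 further: myotubes were challenged with 10 µM simvastatin during compound exposure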
# esBAF inh: SWI/SNF esBAF complex inhibition; mouse ES cells, Bmi1-luciferase knock-in reporter, 24 h; 100% = twice the neutral-well signal; reporter increase, % at 12.5 µM; hit rate 2% among 350,000; in the data active means activation above about 40%;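 further: 0% = median of the plate's neutral control wells and 100% = double that signal; a rise in the Bmi1 reporter signal indicates esBAF inhibition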
# The depositor's hits bear a star; . = no result given; & = joins results of further samples. Some of the compounds tested, so the mix of outcomes need not match the whole.
SMILES,S100A4 inh HTS,CASP6 VEID inh,SIRT5 block,FN deposition inh,LGR2 inh,Statin myotox sup,esBAF inh
C[C@@H]1CN([C@@H](C)CO)C(=O)c2cc(-c3ccccc3)cnc2O[C@@H]1CN(C)C(=O)Nc1ccccc1F,59,2,2,-5,6,18,6
CCOC(=O)c1c(C)c(C)n2c1NC(=O)C2,-19,13,-3,-3,-2,.,.
C[C@H]1CN([C@@H](C)CO)C(=O)c2cc(C#Cc3ccc(F)cc3)cnc2O[C@H]1CN(C)C(=O)c1ccccc1F,27,0,3,.,1,21,-7
Cc1ccc(OCCNCC(O)COc2ccccc2)cc1 (configuration not stated),-4,-5,-2,-5,-11,25,-8
Oc1c(Cl)cc(Cl)c2cccnc12,-7,19,1,1,5,4,5
CN1C[C@@H]2C(c3ccc(C(F)(F)F)cc3)C3(c4cccnc4)CC2(C3)[C@H]1c1ccccc1 (some centres not stated),2,4,3,-9,2,-10,-1
O=C(c1cc[n+]([O-])cc1)N1CCCC(N2CCN(c3cccc(C(F)(F)F)c3)CC2)C1 (configuration not stated),0,-2,2,-5,-22,6,1
CO[C@H]1CN(C)C(=O)c2ccc(NS(C)(=O)=O)cc2OC[C@@H](C)N(CC2CCCCC2)C[C@H]1C,.,.,-1,-6,-7,7,-2
C[C@H](CO)N1C[C@H](C)[C@@H](CN(C)C(=O)Nc2ccc3c(c2)OCO3)Oc2cc(C#Cc3ccncc3)ccc2S1(=O)=O,-7,0,8,.,-1,-39,-16
OCC1(CCOc2ccccc2)CCN(Cc2ccccc2OC(F)F)CC1,4,-1,-2,-2,5,6,0
Cc1ccc(CONS(=O)(=O)c2cc(C)ccc2C)cc1,0,1,0,-2,4,3,6
C=CCN1C(=O)C(CC(=O)O)SC1=Nc1c(C)n(C)n(-c2ccccc2)c1=O (configuration not stated),.,.,.,0,.,5,-6
Cc1nc(SCc2nc3ccc(C(F)(F)F)cc3[nH]2)c2oc3ccccc3c2n1,-3,-3,2,12,.,-6,-2
O=C(CCCNS(=O)(=O)c1ccccc1)NCc1ccco1,-4,0,3,14,21,-5,-5
CCCCSC1=C(C#N)C(c2ccccc2C)C(C(=O)OCC)C(=O)N1 (configuration not stated),-16,2,3,.,4,.,.
NC(=O)c1ccsc1NC(=O)c1coc2ccccc2c1=O,2,1,-2,.,-35,.,.
O=C(NCCN1CCOCC1)C(=O)NCC1OCCN1S(=O)(=O)c1cc(F)ccc1F (configuration not stated),2,-10,0,4,1,2,-6
CO[C@@H]1CN(C)C(=O)c2cc(NC(=O)C3CC3)ccc2OC[C@H](C)N(Cc2cccnc2)C[C@@H]1C,1,2,-1,8,-4,-11,-9
CCc1ccccc1NC(=O)CNC(=O)c1n[nH]c(=O)c2ccccc12,-2,1,-4,12,24,4,2
CCC(CC)C(=O)Nc1ccc(C(=O)Nc2cc(C)on2)cc1,1,2,1,.,-30,.,.
O=C(CNC(=O)c1ccccc1F)OCC(=O)c1c[nH]c2ccccc12,-20,-3,0,5,9,5,-7
CCc1nc2c(OCC3COc4ccccc4O3)cccn2c1N(C)C(=O)c1ccc(OC)cc1 (configuration not stated),22,1,0,17,10,-3,-9
COC(=O)[C@]12C[C@H](CC(=O)NCCCN3CCCC3=O)C(=O)N(Cc3ccccc3)C1=C[C@H](C1CCCC1)O[C@@H]2C,-2,-1,.,6,-8,.,.
CC1(C)CC(NC(=O)C(Cl)(Cl)Cl)CC(C)(C)N1,-6,9,-1,-1,.,.,.
CCN1[C@@H]2c3ccc(-c4ccncc4)c(=O)n3C[C@H]1[C@H](CO)[C@H]2C(=O)Nc1ccccc1,-6,2,3,.,29,-10,0

# An excerpt of these results, field by field.
CCc1nc2c(OCC3COc4ccccc4O3)cccn2c1N(C)C(=O)c1ccc(OC)cc1 (configuration not stated)
  S100A4 inh HTS = 22
  CASP6 VEID inh = 1
  SIRT5 block = 0
  FN deposition inh = 17
  LGR2 inh = 10
  Statin myotox sup = -3
  esBAF inh = -9

O=C(CCCNS(=O)(=O)c1ccccc1)NCc1ccco1
  S100A4 inh HTS = -4
  CASP6 VEID inh = 0
  SIRT5 block = 3
  FN deposition inh = 14
  LGR2 inh = 21
  Statin myotox sup = -5
  esBAF inh = -5

Cc1ccc(CONS(=O)(=O)c2cc(C)ccc2C)cc1
  S100A4 inh HTS = 0
  CASP6 VEID inh = 1
  SIRT5 block = 0
  FN deposition inh = -2
  LGR2 inh = 4
  Statin myotox sup = 3
  esBAF inh = 6

Oc1c(Cl)cc(Cl)c2cccnc12
  S100A4 inh HTS = -7
  CASP6 VEID inh = 19
  SIRT5 block = 1
  FN deposition inh = 1
  LGR2 inh = 5
  Statin myotox sup = 4
  esBAF inh = 5

# Other structures follow:
SMILES,S100A4 inh HTS,CASP6 VEID inh,SIRT5 block,FN deposition inh,LGR2 inh,Statin myotox sup,esBAF inh
Cc1ccc(C(C)NC(=O)CSc2ccc(S(=O)(=O)N3CCOCC3)cn2)cc1C (configuration not stated),-6,2,-2,-5,-11,8,0
COC(=O)[C@@]1(Cc2ccc(OC)cc2)[C@H]2c3cc(C(=O)N(C)C)n(Cc4c(CO)[nH]cc(C)c4=O)c3C[C@H]2CN1C(=O)c1ccccc1,4,2,.,-7,-6,-3,16
C[C@@H]1CN([C@H](C)CO)C(=O)c2cccc(NC(=O)NC3CCCCC3)c2O[C@H]1CN(C)Cc1ccc(C(F)(F)F)cc1,3,4,11,-4,34,.,3
O=C(CCc1nnc(C2(c3ccc(Cl)cc3)CCC2)o1)N1CCCC(O)C1 (configuration not stated),-4,-2,-1,-1,-24,-2,5
C[C@H](CO)N1C[C@H](C)[C@@H](CN(C)Cc2ccc(C(=O)Nc3ccccc3N)cc2)Oc2ccc(NC(=O)Cn3cnnn3)cc2C1=O,8&-4,-3&1,4&-1,0,13,55&5,3&0
CC1=C(C(=O)NCCN2CCN(C)CC2)C2(CCC(C)CC2)OC1=O (configuration not stated),.,.,.,-6,.,-9,-1
Cn1[nH]c(C(F)(F)F)cc1=O,5,2,1,-12,-8,6,1
CNC(=O)NC(=O)CSc1nnc(-c2ccco2)n1-c1ccccc1,-16,-2,2,-3,4,4,-10
CCn1c(COC(=O)CNC(=O)c2ccccc2F)nc2cc(S(=O)(=O)N(C)C)ccc21,9,1,-3,.,-42,-2,-3
CCCC#Cc1ccc([C@@H]2[C@H]3CN(S(=O)(=O)Cc4ccccc4)CCCCN3[C@H]2CO)cc1,-3,0,12,.,2,-8,-1
Cc1ccc(-c2cnc3c(c2)C(=O)N([C@H](C)CO)C[C@H](C)[C@H](CN(C)C(=O)c2cccnc2)O3)cc1,4,0,1,.,17,9,-2
CCOc1ccc(N(C(=O)c2cnccn2)C(C(=O)NC2CCCCC2)c2ccc(O)cc2)cc1 (configuration not stated),5,-6,-2,8,4,1,10
CCC(C)NC(=O)c1cc(CC(C)C)on1 (configuration not stated),5,1,-9,0,-30,9,54*
O=C(NCCCN1CCOCC1)/C(=C/c1ccc(F)cc1)NC(=O)c1ccccc1,-3,-2,-1,-1,23,.,.
COc1ccc(-c2cnc3c(c2)C(=O)N([C@@H](C)CO)C[C@H](C)[C@H](CN(C)C(=O)C2CC2)O3)cc1,.,.,.,.,-9,13,0
C/C(=N\Nc1c([N+](=O)[O-])c(C)nn1C)c1ccc(F)cc1F,20,11,2,-1,-15,-1,11
O=C(NCc1ccc(F)cc1)C1CCN(S(=O)(=O)c2ccc(Br)s2)CC1,4,2,3,4,-2,-3,-17
C[C@@H]1CCCCO[C@@H](CN(C)S(C)(=O)=O)[C@H](C)CN([C@@H](C)CO)C(=O)c2cc(NS(=O)(=O)c3ccc(F)cc3)ccc2O1,-11,0,2,.,6,132*,9
CCCC(O)C#Cc1cnc2c(c1)C(=O)N([C@H](C)CO)C[C@H](C)[C@H](CN(C)S(=O)(=O)c1ccc(F)cc1)O2 (some centres not stated),-2,4,4,-5,-1,12,-2
CCCNc1c(N)c(=O)oc2ccccc12,1,4,-6,.,1,7,1
COc1cccc(C(=O)Nc2ccc3c(c2)C(=O)N(C)[C@H]2CC[C@H](CC(=O)NCC4CC4)O[C@H]2CO3)c1,-18,-1,-5,-2,1,13,1
C[C@H](CO)N1C[C@H](C)[C@@H](CN(C)S(=O)(=O)c2cccc(F)c2)Oc2ncc(C#CC3CCCCC3)cc2C1=O,9,1,30*,.,.,12,-3
O=C(Nc1ccc(N2C(=O)C3C4C=CC(C4)C3C2=O)cc1)Nc1nncs1 (configuration not stated),-6,-3,-2,-4,-1,8,2
CCCc1nnc(NC(=O)COc2ccc3c(c2)OCO3)s1,-7,0,2,1,-2,2,0
O=C(NCC1CCCO1)C(c1ccc(F)cc1)N(CC1CCCO1)C(=O)c1ccc(-c2ccccc2)[nH]1 (configuration not stated),3,48*,2,7,-9,.,.

# Carrying on:
SMILES,S100A4 inh HTS,CASP6 VEID inh,SIRT5 block,FN deposition inh,LGR2 inh,Statin myotox sup,esBAF inh
COc1ccc(-c2cc(=O)oc3c(C)c(OC(C)C(C)=O)ccc23)cc1 (configuration not stated),0,2,-6,5,-22,5,-5
Cc1ccc(CN(CC(=O)NC2CCCC2)C(=O)CSc2nnc(COc3ccccc3)o2)cc1,.,.,.,2,.,-25,9
O=C1CCN(Cc2ccc([N+](=O)[O-])cc2)CCN1CCO,-2,2,.,-5,9,18,-3
Cc1nn(-c2ccccc2)nc1CNC(=O)CC(C)(C)C,-7,5,1,2,11,.,.
Cc1ccc(S(=O)(=O)Nc2ccc3c(c2)C(=O)N([C@H](C)CO)C[C@H](C)[C@@H](CN(C)Cc2ccncc2)O3)cc1,-2,0,-2,.,-7,2,1
CCCc1nnc(NC(=O)c2cc(OC)cc(OC)c2)s1,.,.,.,1,.,-4,5
NC(=O)COc1ccc(/C=N\NC(=O)c2ccc(-c3ccccc3)cc2)cc1,41,20,-3,-10,-11,.,.
Cc1ccc(CNC(=O)CCS(=O)(=O)c2cccc3nonc23)cc1,.,.,.,1,.,6,-3
CCCNC(=O)Nc1ccc2c(c1)C(=O)N(C)C[C@H](OC)[C@H](C)CN(C(=O)C1CC1)[C@H](C)CO2,4,2,-4,-9,9,-4,-1
Cc1c(C2N3CC4(C)CN2CC(C)(C3)C4=O)c2ccccc2n1C (configuration not stated),.,.,.,-8,.,-4,-5
C[C@@H]1CCCCO[C@@H](CN(C)C(=O)C2CCCCC2)[C@H](C)CN([C@@H](C)CO)C(=O)c2cc(NS(=O)(=O)c3cn(C)cn3)ccc2O1,-3,-2,-3,.,-10,.,6
COc1ccccc1NC(=O)Cc1nc(=O)[nH]c(=O)[nH]1,-10,2,-1,4,-2,0,14
Oc1ccc2ccccc2c1C1Nc2cccc3cccc(c23)N1,1,0,1,.,.,.,.
O=C(O)CCCNc1ccc(S(=O)(=O)Nc2ccccc2C(=O)O)cc1C(=O)O,1,.,.,-11&5,.,8,2
O=C(NNC(=O)c1ccc2c(=O)n3c(nc2c1)CCC3)c1ccc(F)cc1,-6,-1,0,-2,6,.,.
COC(=O)c1cn(NC(=O)Cn2nc([N+](=O)[O-])c(Cl)c2C)c(=O)c2ccccc12,-10,0,1,9,-8,9,-5
CCOc1ccc(CNC(=O)C(=O)c2cn(CC(=O)N3CCOCC3)c3ccccc23)cc1OC,-1,10,0,3,-8,.,.
CC(CCc1ccccc1)C(=O)NO (configuration not stated),.,.,.,8,.,-4,-5
CCN(C(=O)COC(=O)C1CCN(S(=O)(=O)c2cccs2)CC1)c1ccccc1,10,1,0,5,-38,-1,-11
C[C@@H]1CN([C@@H](C)CO)C(=O)c2cccc(NC(=O)Nc3ccc4c(c3)OCO4)c2O[C@@H]1CN(C)S(=O)(=O)c1ccccc1,-1,-2,-3,.,-33,10,13
CC(=O)N(C)C[C@H]1Oc2cc(/C=C/c3ccccc3)ccc2S(=O)(=O)N([C@@H](C)CO)C[C@@H]1C,-5,1,4,.,-2,.,0
COCCSc1ccccc1C(=O)N1CCCC1,.,.,.,.,6,28,2
O=C(CCNC(=O)c1ccco1)Nc1ccccc1N1CCOCC1,-1,-3,-1,-2,-1,.,.
C#CCNC(=O)C[C@@H]1C[C@@]2(C(=O)OC)CC(C)(C)CC=C2N(CCCCCCCC)C1=O,-1,3,.,-13,14,.,.

# Bioassay records as filed in PubChem.
